BAZ2B inh – BAZ2B (human) inhibition. 360,000 tested, 4.4% active. Potency, µM (top dose mostly 114 µM), for the others: at the top dose activity change, negative = inhibition, hits mostly inhibitors. AlphaScreen BAZ2B-H3K14Ac peptide displacement; further: on the % scale 0 is the no-effect control and ±100 the full control effect; nearly all actives have a fitted effect of over 60% in size
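BAZ2B (50 nM) with biotin-H3(5-23)K14Ac peptide (50 nM) in PBS pH 7.4, 0.01% Tween-20, preformed 30 min, then compound 30 min at room temperature; top concentration 110uM. AlphaScreen streptavidin donor/nickel chelate acceptor beads (10 ug/mL final), 20 min dark, signal read.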
G9a block – inhibitors of human histone lysine methyltransferase G9a; Q96KQ7; G9a H3K9 monomethylation, AlphaScreen, 2 h; Potency, µM (highest dose often 102 µM), for inactives: at the top dose activity, negative = inhibition, usual class: inhibitors; 350,000 tested, 8.8% active; AID 504332; further: on the % scale 0 is the no-effect control and ±100 the full control effect; nearly all actives have a fitted effect of over 75% in size
Target sequence (Q96KQ7 913-1193 limits assumed): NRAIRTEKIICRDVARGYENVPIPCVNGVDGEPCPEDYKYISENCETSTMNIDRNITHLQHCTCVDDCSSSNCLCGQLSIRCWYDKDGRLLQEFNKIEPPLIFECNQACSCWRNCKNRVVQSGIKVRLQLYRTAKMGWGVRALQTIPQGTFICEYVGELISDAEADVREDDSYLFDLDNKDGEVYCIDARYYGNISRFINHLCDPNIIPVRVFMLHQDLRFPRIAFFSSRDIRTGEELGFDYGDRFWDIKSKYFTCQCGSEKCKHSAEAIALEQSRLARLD
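AlphaScreen detection with an anti-monomethyl H3K9 antibody quantified product after a 2 h room-temperature reaction containing 500 nM biotinylated H3K9 peptide, 20 µM SAM and 20 nM enzyme, which had been preincubated 15 min with compound.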
Anesthetic bind – candidate novel general anesthetic via apoferritin binding; P02791; apoferritin/1-aminoanthracene competitive binding, fluorescence; Potency, µM (doses to about 77.5 µM), inactives show at the top dose activity change, negative = displacement, usual class: inhibitors; 350,000 tested, 0.074% active; further: on the % scale 0 is the no-effect control and ±100 the full control effect; nearly all actives have a fitted effect of over 20% in size
Target sequence (P02791 2-175 limits assumed): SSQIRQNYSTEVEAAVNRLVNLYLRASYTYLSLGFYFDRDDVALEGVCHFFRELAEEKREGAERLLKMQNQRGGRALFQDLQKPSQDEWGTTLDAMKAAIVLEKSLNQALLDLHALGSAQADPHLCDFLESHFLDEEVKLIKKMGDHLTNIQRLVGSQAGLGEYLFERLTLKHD
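Horse-spleen apoferritin (10 uM) in 50% saturated 1-aminoanthracene in PBS was incubated 10 min at room temperature with compound. Fluorescence (ex 380, em 535 nm) was normalized to free and bound 1-AMA, with concentration-response fitted by a four-parameter Hill equation.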
POLK inh – blocks human DNA polymerase kappa activity | purified Pol kappa, fluorescent DNA synthesis assay, 10 min | Potency, µM (top dose mostly 107 µM), for inactives: at the highest dose activity, negative = inhibition, hits mostly inhibitors | 400,000 tested, 0.53% active | AID 588579; further: on the % scale 0 is the no-effect control and ±100 the full control effect
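10 nM Pol kappa preincubated 15 min at room temperature with compounds, then reaction started with substrate at 50 nM final. Fluorescence read kinetically at 0 and 10 min; buffer-only wells served as negative control.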
APE1 inh – APE1 (human) endonuclease inhibition; P27695; recombinant APE1, TAMRA/BHQ-2 abasic DNA cleavage fluorescence; Potency, µM (top dose mostly 65.8 µM), without a hit: at the highest dose activity change, negative = inhibition, most hits filed as inhibitors; 350,000 tested, 0.35% active; AID 2517;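 further: plate controls were vehicle for no effect and reference inhibitor for full effect; nearly all actives have a fitted effect of over 55% in size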
Target sequence (P27695 whole entry, looked up): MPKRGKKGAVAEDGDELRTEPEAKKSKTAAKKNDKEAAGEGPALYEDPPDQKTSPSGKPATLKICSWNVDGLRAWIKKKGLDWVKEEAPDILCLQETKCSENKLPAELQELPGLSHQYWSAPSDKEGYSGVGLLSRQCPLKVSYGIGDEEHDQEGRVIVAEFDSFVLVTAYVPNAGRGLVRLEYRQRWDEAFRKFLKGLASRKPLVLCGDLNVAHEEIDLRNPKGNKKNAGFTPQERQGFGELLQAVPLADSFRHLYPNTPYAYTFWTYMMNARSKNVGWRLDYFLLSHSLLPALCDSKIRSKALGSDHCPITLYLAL
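Step 1: APE1 (0.75 nM) with compound, 15 min RT. Step 2: add 50 nM fluorophore/quencher THF duplex. Step 3: three fluorescence reads 60 s apart (525/598 nm); read 3 minus read 1 = reaction progress.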
Pol beta inh – inhibitors of human DNA polymerase beta | AID 485314 | 340,000 tested, 1.3% active | P06746 | Pol beta primer extension/strand displacement, fluorescence kinetic | Potency, µM (series often up to 114 µM), inactives show top-dose activity change, negative = inhibition, hits mostly inhibitors; further: on the % scale 0 is the no-effect control and ±100 the full control effect
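10 nM enzyme + cpd, 15 min RT; start with substrate 50 nM final; read 0 min and after 10 min RT. Corrected, normalized data; 4-parameter Hill curve fit.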
POLH inh – blocks human DNA polymerase eta activity; Q9Y253; recombinant Pol eta, fluorescent DNA replication assay; Potency, µM (doses to about 114 µM), inactives show top-dose activity change, negative = inhibition, actives largely listed as inhibitors; 390,000 tested, 1.2% active; further: on the % scale 0 is the no-effect control and ±100 the full control effect
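Pol eta at 10 nM preincubated with compounds 15 min at room temperature; reaction started with fluorescent substrate (50 nM final) and read kinetically at 0 and 10 min.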
POLI inh – blocks human DNA polymerase iota activity; AID 588590; Q9UNA4; Pol iota fluorescent replication assay, 10 min; 390,000 tested, 1% active; Potency, µM (titrated, usually from 115 µM), for the others: top-dose activity, negative = inhibition, hits mostly inhibitors
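Fluorescent replication assay read twice, at 0 min and 10 min after adding 50 nM (final) substrate. Enzyme (10 nM) and compounds were first incubated 15 min at room temperature; enzyme-free buffer wells were negative controls.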
BLM inh – inhibitors of human Bloom syndrome helicase BLM; P54132; recombinant BLM DNA unwinding, fluorescence dequenching; Potency, µM (series often up to 56.1 µM), without a hit: top-dose activity change, negative = inhibition, usual class: inhibitors; 350,000 tested, 0.2% active;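 further: plate controls were vehicle for no effect and no enzyme for full effect; nearly all actives have a fitted effect of over 35% in size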
The depositor's hits bear a star; u = inconclusive; x = no result given; & = joins results of further samples; [ ] = another dose, or the depositor's remark. The call rests on the fitted dose curve; in most records, active means well fitted curve in the direction sought with a large enough effect; inconclusive means small, poorly fitted or top-dose-only effect, or another doubt; inactive means no such curve, though single readings can be large; an effect the other way counts as inactive or inconclusive. Potency means the concentration at half of the fitted maximal effect. Some of the compounds tested. The share of hits here may be higher or lower than overall.

nr	smiles	BAZ2B inh	G9a block	Anesthetic bind	POLK inh	APE1 inh	Pol beta inh	POLH inh	POLI inh	BLM inh
1	COCCNC(=O)C1CCCN(c2ncccn2)C1 (stereo not drawn)	5%	u	-3%	-7%	-2%	-1%	6%	12%	-2%
2	COc1ccc(OC(=O)c2cccnc2)cc1	8%	5%	-14%	-1%	3%	8%	-16%	22%	0%
3	COC(C)(C)[C@]12CC(O)(c3ccccc3)ON1[C@H]1CCCCC1N2O (stereo partly drawn)	-2%	0%[12.7 µM]	0%	4%	2%	7%	4%	1%	-1%
4	Cc1c(C(=O)OCC(=O)NCCN2C(=O)CSC2=O)oc2c1ccc1ccccc12	-1%	-3%[59 µM]	-15%	-13%	-1%	-1%	-2%	10%	3%
5	O=C(NCCCN1CCCC1=O)c1ccc2c(c1)NC(=O)c1ccccc1S2	2%	-4%	-5%	2%	0%	12%	-7%	-16%	2%
6	CCn1c(C)cc(/C=C2/NC(=O)N(CC(=O)Nc3cccc(C)c3)C2=O)c1C	-39%	45µM*	9%	-25%	-2%	-2%	10%	0%	-1%
7	Cc1ccc(NC(=S)Nc2ncccc2C)c(C)c1	45µM*	32µM*	-17%	-7%	-1%	28%	-14%	36%[activator]	-4%
8	COc1ccc(NC(=O)C(NC(C)=O)C(=O)NCc2ccccc2)cc1 (stereo not drawn)	11%	-27%[59 µM]	-5%	0%	-3%	15%	-7%	15%	3%
9	Cc1ccc2c(CSc3nnc(C4CC4)n3N)cc(=O)oc2c1	21%	50µM*	-16%	-4%	3%	-1%	-11%	39%	2%
10	CC(C)(C)c1ccc(-c2nc(SCC(=O)Nc3ccccc3F)n3[nH]c(=O)cc3n2)cc1	-3%	19%[59 µM]	u	-13%	x	u	-8%	2%	-6%
11	CC(C)OCCCNC(=O)CN1CCN(Cc2ccc(Cl)cc2)C1=O	1%	-8%	0%	-3%	15%	u	-2%	144%[activator]	-3%
12	CC(C)c1ccc(S(=O)(=O)Nc2ccc(N3CCOCC3)cc2)cc1	45µM*	u	-12%	-22%	29%	8%	-11%	82%[activator]	-5%
13	COc1cccc(OCc2nn3c(=O)c(-c4ccccc4)nnc3s2)c1	-18%	4%	3%	-20%	62%[activator]	-1%	-1%	4%	2%
14	CCCC1c2ccsc2CCN1C(=S)NC (stereo not drawn)	-14%	x	-7%	-21%	4%	3%	u	-5%	-11%
15	OC[C@@H](O)[C@@H](O)[C@H](O)[C@@H](O)CO	-3%	1%[12.7 µM]	x	11%	49%[activator]	x	-6%	-15%	x

Quoted from the listing.
compound 13 in Anesthetic bind has 3%
compound 1 in APE1 inh has -2%

(more compounds)
nr	smiles	BAZ2B inh	G9a block	Anesthetic bind	POLK inh	APE1 inh	Pol beta inh	POLH inh	POLI inh	BLM inh
16	O=C(COc1ccc(Cl)c(Cl)c1)NN1C(=O)C2C(C1=O)C1C=CC2C12CC2 (stereo not drawn)	-22%	0%	u	12%	4%	13%	-8%	18%	-6%
17	CCOc1ccc(-c2cn(-c3ccc(OC)cc3)c(SCC(=O)Nc3ccccc3Cl)n2)cc1	u	-32%[59 µM]	87%[activator]	0%[60.1 µM]	x	-1%	-16%	18%	-4%
18	Cc1cccn2c(=O)c(/C=C(\C#N)C(N)=O)c(N3CCCCCC3)nc12	-11%	-36%	u	-5%[60.1 µM]	46%[activator]	0%	-8%	13%	0%
19	Cc1ccccc1CNC(=O)C(=O)NCC(c1ccco1)S(=O)(=O)c1ccc(F)cc1 (stereo not drawn)	-22%	3%[59 µM]	2%	-13%[60.1 µM]	x	2%	-12%	14%	-2%
20	CCOC(=O)N1CCN(C(=O)CN(c2ccc(Cl)c(C(F)(F)F)c2)S(C)(=O)=O)CC1	10%	u	-7%	4%	-4%	16%	-4%	32%[activator]	0%
21	CC1CCN(C(=O)C2CCC(C)(C(=O)O)C2(C)C)CC1 (stereo not drawn)	-3%	-1%[59 µM]	0%	-19%	5%	-5%	-7%	15%	0%
22	Cc1sc2nc(C(C)C)nc(SCC(=O)NCc3ccco3)c2c1C	-20%	u	u	-11%	-11%	u	6%	13%	-4%
23	C=CCSc1ncc(C(=O)OCC)c(N)n1	8%	20%	-8%	-2%	6%	12%	4%	-4%	-3%
24	C/C(=N\NC(=O)c1nnn(-c2nonc2N)c1C(C)C)c1cc(C)sc1C	-20%[57.1 µM]	26%	-9%	-4%	-7%	20%	-2%	34%[activator]	-10%
25	O=C(COC(=O)COc1ccc(Br)cc1)NCc1ccccc1	0%	5%[59 µM]	x	-5%	-1%	x	-16%	18%	x
26	CC(OC(=O)CSc1ccccc1)C(=O)NC1CCCCC1C (stereo not drawn)	5%	-2%	x	-17%	-2%	x	-16%	30%[activator]	x
27	CC(C)C(=O)NCc1cc(-c2ccccc2)no1	-14%	-6%	-9%	-16%	7%	7%	-1%	15%	-4%
28	CCOc1ccc(-n2c(C)nc3cc(C(=O)NC4CCCC4)ccc32)cc1	-3%	u	8%	-12%[60.1 µM]	x	-2%	8%	-6%	-3%
29	O=C(Cn1cccc1C(=O)c1ccccc1)NCCc1ccc(Cl)cc1	-7%	-5%	-13%	-7%	4%	4%	-19%	63%[activator]	-2%
30	O=C(COc1ccccc1)NC(NC(=S)Nc1ccccc1O)C(Cl)(Cl)Cl (stereo not drawn)	-7%	u	u	-8%	-5%	14%	-15%	0%	-3%

Entries of single compounds from above:
Record of Cc1ccc2c(CSc3nnc(C4CC4)n3N)cc(=O)oc2c1 : BAZ2B inh: 21%; G9a block: 50µM*; Anesthetic bind: -16%; POLK inh: -4%; APE1 inh: 3%; Pol beta inh: -1%; POLH inh: -11%; POLI inh: 39%; BLM inh: 2%
Record of CC(C)(C)c1ccc(-c2nc(SCC(=O)Nc3ccccc3F)n3[nH]c(=O)cc3n2)cc1 : BAZ2B inh: -3%; G9a block: 19%[59 µM]; Anesthetic bind: u; POLK inh: -13%; APE1 inh: x; Pol beta inh: u; POLH inh: -8%; POLI inh: 2%; BLM inh: -6%

An excerpt from above, reduced to POLI inh, POLK inh and POLH inh.
entry	mol	POLI inh	POLK inh	POLH inh
13	COc1cccc(OCc2nn3c(=O)c(-c4ccccc4)nnc3s2)c1	4%	-20%	-1%
14	CCCC1c2ccsc2CCN1C(=S)NC (stereo not drawn)	-5%	-21%	u

(list continues)
nr	smiles	BAZ2B inh	G9a block	Anesthetic bind	POLK inh	APE1 inh	Pol beta inh	POLH inh	POLI inh	BLM inh
31	O=C(Cn1nnc(-c2ccc(Cl)cc2)n1)NC1CC2CCC1C2 (stereo not drawn)	-2%	-1%	u	-3%	-2%	3%	-9%	-6%	-2%
32	Cc1cc2c(cc1S(=O)(=O)NCc1ccc(N(C)C)cc1)OCC(=O)N2	u	-45%[59 µM]	-7%&-13%	-9%&-4%	7%	0%&-25%	-22%&-2%	5%&-2%	-1%&-7%
33	COc1cc(C=O)ccc1OCCOCCOc1cc(C)ccc1Cl	30%	40%	u	-18%	9%	11%	-5%	9%	-1%
34	NS(=O)(=O)c1cccc(NC(=O)c2cccc(S(=O)(=O)N3CCCCCC3)c2)c1	x	x	x	u	2%	x	-18%	64%[activator]	x
35	O=C(Nn1cnnc1)c1ccc(Cl)cc1[N+](=O)[O-]	8%	4%[0.501 µM]	-4%	-4%	17%	13%	-5%	-16%	-5%
36	O=[N+]([O-])c1ccc2c(c1)c(-c1ccccc1)nc1nncn12	-9%	6%	-11%	-9%	-3%	14%	-19%	107%[activator]	-3%
37	O=C(O)c1cc(-c2ccc(Cl)cc2)n(-c2cccc(Cl)c2)n1	-5%	20%[0.501 µM]	1%	-2%	0%	-1%	-8%	31%[activator]	-1%
38	COc1ccc(C2N=C(c3ccccc3)C(C)(C)N2O)cc1 (stereo not drawn)	2%	u	-19%	2%	6%	1%	-1%	-11%	-4%
39	O=S(=O)(c1ccccc1)N(CC1CO1)c1cc(Cl)ccc1Cl (stereo not drawn)	12%	12%	-2%	7%	64%[activator]	2%	-18%	28%	-6%
40	Cc1ccc(C(=O)OCC(=O)NCCc2ccc(F)cc2)cc1S(=O)(=O)N1CCOCC1	x	x	x	-6%	4%	x	3%	-8%	x
41	O=C(c1cc(-c2cccs2)on1)N1CCc2ccccc2C1	19%	9%[59 µM]	-2%	-3%	11%	3%	-19%	-1%	-5%
42	CN(C)c1cccc2c1c(NC(=O)Nc1ccccc1)nn2C	-33%	35µM*	4%	-20%	-6%	22%	-4%	u	-17%
43	CCN1CCC[C@H]1CNC(=O)c1c(OC)ccc(Br)c1OC	-4%	-8%[59 µM]	4%	-5%	17%	x	-16%	-1%	2%
44	c1coc(-c2nnc(SCc3cn4ccccc4n3)o2)c1	2%	5%[59 µM]	-7%	-3%	-2%	1%	-1%	10%	0%
45	COc1cc(OC)c(NC2=C(c3ccc(C(F)(F)F)cc3)C(=O)c3ccccc32)cc1Cl	u	u	-16%	-7%	x	20%	-15%	-2%	-9%
46	CSc1n[nH]c(NCc2ccc(Cl)cc2)n1	-6%	-10%[59 µM]	6%	2%	20%	-1%	2%	15%	3%
47	COc1ccccc1CCNC(=O)CSc1ccc(-c2ccco2)nn1	50µM*	28µM*	-3%	-23%	u	16µM*	-16%	u	-11%

Screening results as filed in PubChem BioAssay.
